C diff growth – inhibitors of Clostridium difficile growth; Clostridium difficile clinical isolate growth, OD600, 24 h; stronger effect = lower value; growth activity, negative = inhibition, % at 16 µg/mL (by protocol); 86,000 compounds, 0.25% hits; AID 1259249;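 active means mean growth activity at or below -80% and every replicate also at or below -80%; inconclusive means mean at or below -80% but some replicate above -80%; inactive means mean growth activity above -80%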;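 further: 0% = DMSO wells and -100% = levofloxacin 16 µg/mL wells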
Pf Dd2 inh – P. falciparum Dd2 growth inhibition. SYBR Green, 72 h; stronger effect = lower value. activity change, % at 10 µM. 94,000 compounds, 2.3% hits. AID 1159554; in the data active means activity change below about -80%; inconclusive means no clear call, values can overlap the other calls
Tcruzi prolif – T. cruzi proliferation inhibition. AID 624255. 77,000 compounds, 5.9% hits. inhibition, % at 8.34 µM. T. cruzi beta-gal in NIH3T3, GalScreen luminescence, 90 h;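 active means mean inhibition above about 93%, with at least 55% of replicates each passing it, limit read from the data, passing the limit was not always enough; inconclusive means only one of those two conditions holds; inactive means neither condition holds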
KDM4C inh – blocks human GASC-1 (KDM4C) demethylase activity. inhibition, % at 12.5 µM. GST-KDM4C 2-372, H3K9me3 peptide, LANCE TR-FRET. Q9H3R0. 96,000 compounds, 0.15% hits;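 active means mean replicate inhibition above about 25%, with at least 55% of replicates also reaching it, limit read from the data, passing the limit was not always enough; inconclusive means only one of those two conditions met; inactive means neither condition met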
Target sequence (Q9H3R0 2-372 limits assumed): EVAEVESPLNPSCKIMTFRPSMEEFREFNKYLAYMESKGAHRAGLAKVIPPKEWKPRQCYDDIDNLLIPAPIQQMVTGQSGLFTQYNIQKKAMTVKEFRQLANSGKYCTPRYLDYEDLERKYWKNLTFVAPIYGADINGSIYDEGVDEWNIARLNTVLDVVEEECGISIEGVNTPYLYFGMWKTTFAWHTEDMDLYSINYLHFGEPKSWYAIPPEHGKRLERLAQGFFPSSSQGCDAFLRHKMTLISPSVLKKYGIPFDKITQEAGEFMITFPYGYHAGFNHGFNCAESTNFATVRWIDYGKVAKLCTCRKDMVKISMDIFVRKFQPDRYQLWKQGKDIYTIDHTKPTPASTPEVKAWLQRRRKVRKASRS
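Compound: one test concentration per compound; Material: GST-GASC-1 enzyme fragment 2-372; Amount: GASC-1 enzyme at 10 nM final in reaction; Also added: H3K9me3 peptide substrate, Fe(II), 2-oxoglutarate; Technique: LANCE TR-FRET; Times: 30 min demethylation and 1 h detection at room temperature.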
* hit, by the source's call; ? = inconclusive; / = no result given; & = joins results of further samples.

SMILES	C diff growth	Pf Dd2 inh	Tcruzi prolif	KDM4C inh
O=C(c1ccccc1F)N1C[C@H]2O[C@H](CNS(=O)(=O)c3ccccc3)CC[C@H]21	-4	9	/	/
COc1ccc(NC(=O)Nc2ccc3c(c2)C(=O)N([C@@H](C)CO)C[C@H](C)[C@@H](CN(C)Cc2ccc(C(=O)O)cc2)O3)cc1	-3	26	-16	-0.2
COCC#Cc1ccc2c(c1)O[C@H](CN(C)S(=O)(=O)c1ccc(OC)cc1)[C@H](C)CN([C@@H](C)CO)S2(=O)=O	3	-20	/	-0.5
C[C@H](CO)N1C[C@H](C)[C@@H](CN(C)CC2CCOCC2)Oc2cc(C3=CCCC3)ccc2S1(=O)=O	-1	-10	/	2.7
C[C@H](CO)N1C[C@H](C)[C@H](CN(C)CC2CCCCC2)OCCCC[C@H](C)Oc2ccc(NS(=O)(=O)c3cccs3)cc2C1=O	-4	-57	63	-0.7
O=C(CCN1CCCCC1)N[C@H]1C=C[C@H](CC(=O)N2CCC(Cc3ccccc3)CC2)O[C@@H]1CO	/	-20	16	-2.2
C[C@H](CO)N1C[C@H](C)[C@@H](CN(C)S(=O)(=O)c2ccccc2)Oc2ccc(NC(=O)C3CCCCC3)cc2C1=O	-6	-5	4	2.1
C[C@@H]1CN([C@H](C)CO)C(=O)Cc2cc(NS(=O)(=O)c3ccc(Cl)cc3)ccc2O[C@H]1CN(C)S(=O)(=O)c1ccc(Cl)cc1	12	-21	34	-4.0
COCC(=O)N(C)C[C@H]1Oc2ncc(-c3ccccc3OC)cc2C(=O)N([C@H](C)CO)C[C@@H]1C	1	19	52	-1.8
Cc1ccc(S(=O)(=O)Nc2cccc3c2O[C@H](CN(C)S(=O)(=O)c2ccc(C)cc2)[C@H](C)CN([C@@H](C)CO)C3=O)cc1	-11	-6	/	1.6
C[C@@H]1CN([C@@H](C)CO)C(=O)c2ccccc2-c2ccccc2CO[C@@H]1CN(C)C(=O)Nc1ccccc1	/	10	38	-0.1
CO[C@H]1CN(C)C(=O)c2cc(NC(=O)C3CCOCC3)ccc2OC[C@H](C)N(C(C)=O)C[C@@H]1C	/	-49	-25	1.1
CCCN1C[C@@H](C)[C@@H](OC)CN(C)C(=O)c2ccc(NC(=O)c3cccc(OC)c3)cc2OC[C@H]1C	-2	4	-42	12
C[C@@H]1CCCCO[C@@H](CN(C)S(=O)(=O)c2cccs2)[C@@H](C)CN([C@H](C)CO)C(=O)c2cc(NS(=O)(=O)c3ccc(F)cc3)ccc2O1	-5	/	10	-0.6
C[C@H]1CN([C@@H](C)CO)C(=O)c2c(c3ccccc3n2C)-c2ccccc2CO[C@H]1CN(C)C(=O)Nc1ccnc(N2CCOCC2)c1	-12	-55	/	0.2
CO[C@@H]1CN(C)C(=O)c2cc(NC(=O)c3cccc(F)c3)ccc2OC[C@@H](C)NC[C@H]1C	/	22	-18	0.6
O=C(C[C@H]1CC[C@H](NC(=O)C2CC2)[C@H](CO)O1)NCc1ccccc1Cl	-1	8	/	5.6
C[C@H](CO)N1C[C@H](C)[C@@H](CN(C)Cc2ccccc2)Oc2ncc(-c3cncnc3)cc2C1=O	2	21	-34	2.1
COc1ccc(NC(=O)Nc2ccc3c(c2)C(=O)N([C@H](C)CO)C[C@H](C)[C@H](CN(C)Cc2ccc(C(=O)O)cc2)O3)cc1	-5	26	-31	1.2
C[C@@H]1CN([C@@H](C)CO)C(=O)Cc2cc(NC(=O)Nc3ccccc3)ccc2O[C@@H]1CN(C)C(=O)Nc1ccc2c(c1)OCO2	-3	10	-3	-0.5
CC(C)NC(=O)N(C)C[C@H]1Oc2ccc(NC(=O)CCN3CCOCC3)cc2C(=O)N([C@H](C)CO)C[C@@H]1C	-1	14	31	16
CCCC(=O)N1CC2(C1)CN(S(=O)(=O)c1ccc(C)cc1)[C@@H](CO)c1[nH]c3cc(OC)ccc3c12	-13	-87*	/	-0.1
Cc1ccc(S(=O)(=O)N(C)C[C@@H]2Oc3c(NS(=O)(=O)c4cn(C)cn4)cccc3C(=O)N([C@H](C)CO)C[C@@H]2C)cc1	1	43	/	10
O=C(C[C@@H]1CC[C@H](NS(=O)(=O)c2ccc(F)cc2)[C@H](CO)O1)N1CCC(Cc2ccccc2)CC1	-10	-6	7	-0.9
C[C@@H]1CN([C@@H](C)CO)C(=O)Cc2cc(NC(=O)C3CC3)ccc2O[C@@H]1CN(C)C(=O)Nc1ccc(C(F)(F)F)cc1	-2	11	33	0.5
O=C(C[C@@H]1C[C@H]2c3cc(NC(=O)CC4CC4)ccc3O[C@H]2[C@@H](CO)O1)NCc1ccc(Cl)cc1	/	1	36	2.5
COc1ccc(CN(C)C[C@H]2OCCCC[C@H](C)Oc3ccc(NS(=O)(=O)c4cn(C)cn4)cc3C(=O)N([C@H](C)CO)C[C@H]2C)cc1	4	-26	7	0.7
CN(C)CCCNC(=O)C[C@@H]1CC[C@@H]2[C@H](COC[C@@H](O)CN2C(=O)c2ccncc2)O1	-2&-4	2	-80	0.6
O=C(C[C@H]1CC[C@@H]2[C@H](COC[C@@H](O)CN2C(=O)c2ccccc2F)O1)NCc1ccc(Cl)c(Cl)c1	10&7	-23	9	-3.1
C[C@H]1CN([C@@H](C)CO)C(=O)Cc2cc(NC(=O)c3ccncc3)ccc2O[C@@H]1CN(C)C(=O)Nc1ccccc1	-4&-5	4	/	-0.3
O=C(C[C@@H]1C=C[C@H](NS(=O)(=O)c2ccc(F)cc2)[C@H](CO)O1)NCCc1ccncc1	9	16	-7	-1.1
Cc1noc(C)c1NC(=O)N(C)C[C@@H]1Oc2ccc(NS(=O)(=O)c3cccs3)cc2CC(=O)N([C@@H](C)CO)C[C@@H]1C	-5	27	0	-0.9
CCOC(=O)CCCCCC(=O)Nc1ccc2c(c1)C(=O)N([C@@H](C)CO)C[C@H](C)[C@H](CN(C)C(=O)NC(C)C)OCCCC[C@H](C)O2	-3	-27	/	15
CCC(=O)Nc1ccc2c(c1)OC[C@H](C)N(Cc1ccccc1OC)C[C@H](C)[C@H](OC)CN(C)C2=O	/	-22	12	2.4
O=C(Nc1ccc2c(c1)[C@H]1C[C@@H](CC(=O)N3CCCCC3)O[C@@H](CO)[C@H]1O2)C1CCC1	/	-5	29	-2.4
COc1ccc2c3c([nH]c2c1)[C@@H](CO)N(C(=O)NC(C)C)CC31CN(C(=O)c2ccccn2)C1	-3	-17	/	-0.4
Cc1noc(C)c1NC(=O)N(C)C[C@H]1Oc2c(NC(=O)Nc3ccc4c(c3)OCO4)cccc2C(=O)N([C@H](C)CO)C[C@@H]1C	-6	9	93	2.0
O=C(NCC[C@H]1CC[C@@H](NS(=O)(=O)c2ccc(F)cc2)[C@@H](CO)O1)Nc1ccc(Cl)cc1	/	-9	12	1.6
COc1ccc(S(=O)(=O)Nc2ccc3c(c2)C(=O)N([C@H](C)CO)C[C@H](C)[C@H](CN(C)S(=O)(=O)c2ccc(Cl)cc2)O3)cc1	22	-63	47	1.3
CN1CCN(C(=O)C[C@H]2C[C@@H]3c4cc(NC(=O)Nc5ccc(F)cc5)ccc4O[C@@H]3[C@@H](CO)O2)CC1	3	-18	-50	0.5
COc1ccc(NC(=O)Nc2ccc3c(c2)C(=O)N([C@@H](C)CO)C[C@@H](C)[C@@H](CN(C)Cc2ccncc2)OCCCC[C@@H](C)O3)cc1	1	-42	95	-0.3
CCC(=O)Nc1ccc2c(c1)OC[C@H](C)N(C(=O)CN1CCOCC1)C[C@@H](C)[C@@H](OC)CN(C)C2=O	1	/	47	1.8
C[C@@H]1CN([C@@H](C)CO)C(=O)c2cc(NC(=O)Nc3ccc(C(F)(F)F)cc3)ccc2O[C@@H](C)CCCCO[C@@H]1CN(C)Cc1ccc(C(=O)O)cc1	-2	27	50	1.0
CCC(=O)N1[C@@H]2c3cccc(=O)n3C[C@@H]2[C@@H](CO)[C@@H]1C(=O)N[C@@H](C)c1ccccc1	-1	8	/	-0.7
COc1ccc(S(=O)(=O)N(C)C[C@@H]2OCCCC[C@H](C)Oc3ccc(NC(=O)C4CCCCC4)cc3C(=O)N([C@@H](C)CO)C[C@H]2C)cc1	5	-78	81	-0.1
CCC(=O)N[C@@H]1CC[C@H](CCNC(=O)Nc2ccc(C(F)(F)F)cc2)O[C@H]1CO	/	-53	65	0.8
COc1ccc(NC(=O)Nc2cccc3c2O[C@H](CN(C)Cc2ccc(C(F)(F)F)cc2)[C@H](C)CN([C@@H](C)CO)C3=O)cc1	-101*	-19	11	-0.6
N#C[C@H]1[C@@H](c2ccccc2)[C@H](CO)N1C(=O)Cc1ccccc1	0	38	63	-1.4
CS(=O)(=O)Nc1ccc2c(c1)[C@H]1C[C@@H](CC(=O)NCc3ccc(Oc4ccccc4)cc3)O[C@H](CO)[C@H]1O2	2	-16	21	-1.1
CN(C)c1ccc2c(c1)[C@@H]1C[C@H](CC(=O)NCc3cccc(F)c3)O[C@@H](CO)[C@@H]1O2	-16	-49	-2	?
CCC(=O)Nc1ccc2c(c1)C(=O)N(C)C[C@@H](OC)[C@@H](C)CN(C(=O)c1ccc(F)cc1)[C@H](C)CO2	/	25	-18	0.0
O=C(N[C@@H]1C[C@@H]2O[C@H](CO)CC[C@@H]2O[C@@H]1CCc1ccc(-c2cccnc2)cc1)c1cccc(F)c1	-7	-24	/	/
Cc1ccc(S(=O)(=O)N2C[C@H](O)COC[C@@H]3O[C@@H](CC(=O)NCc4ccc5c(c4)OCO5)CC[C@H]32)cc1	0&-2	/	71	1.2
Cc1noc(C)c1NC(=O)N(C)C[C@@H]1OCCCC[C@H](C)Oc2ccc(NC(=O)Cc3ccccc3)cc2C(=O)N([C@@H](C)CO)C[C@H]1C	-1	2	16	0.3
CCCN(C)C[C@H]1Oc2cc(C#CC(C)C)ccc2S(=O)(=O)N([C@H](C)CO)C[C@@H]1C	9	-18	/	0.3
COC(=O)C[C@@H]1CC[C@@H]2[C@@H](COc3ccc(NS(=O)(=O)c4ccc(C)cc4)cc3C(=O)N2C)O1	4	7	-14	-2.5
COc1ccc(S(=O)(=O)N(C)C[C@H]2Oc3cc(C4=CCCC4)ccc3S(=O)(=O)N([C@H](C)CO)C[C@@H]2C)cc1	21	-66	51	1.8
O=C(C1CCCCC1)N1CC(=O)N2[C@@H](CO)[C@H](c3ccc(C#Cc4cccc(F)c4)cc3)[C@@H]2C1	1	-57	/	-0.9
C[C@@H]1CN([C@@H](C)CO)C(=O)c2cccc(NC(=O)C3CC3)c2O[C@@H]1CN(C)Cc1ccc2c(c1)OCO2	1	0	-20	-0.1
C[C@@H]1CN([C@@H](C)CO)C(=O)c2cc(C#CC3CC3)cnc2O[C@@H]1CN(C)C(=O)Nc1ccccc1	/	-12	50	-0.5
C[C@@H]1CN([C@H](C)CO)S(=O)(=O)c2ccc(-c3cncnc3)cc2O[C@H]1CN(C)C(=O)C1CCC1	5	8	63	5.5

By substructure: the entries above containing two or more sulfur atoms (9)
SMILES	C diff growth	Pf Dd2 inh	Tcruzi prolif	KDM4C inh
COCC#Cc1ccc2c(c1)O[C@H](CN(C)S(=O)(=O)c1ccc(OC)cc1)[C@H](C)CN([C@@H](C)CO)S2(=O)=O	3	-20	/	-0.5
C[C@H](CO)N1C[C@H](C)[C@H](CN(C)CC2CCCCC2)OCCCC[C@H](C)Oc2ccc(NS(=O)(=O)c3cccs3)cc2C1=O	-4	-57	63	-0.7
C[C@@H]1CN([C@H](C)CO)C(=O)Cc2cc(NS(=O)(=O)c3ccc(Cl)cc3)ccc2O[C@H]1CN(C)S(=O)(=O)c1ccc(Cl)cc1	12	-21	34	-4.0
Cc1ccc(S(=O)(=O)Nc2cccc3c2O[C@H](CN(C)S(=O)(=O)c2ccc(C)cc2)[C@H](C)CN([C@@H](C)CO)C3=O)cc1	-11	-6	/	1.6
C[C@@H]1CCCCO[C@@H](CN(C)S(=O)(=O)c2cccs2)[C@@H](C)CN([C@H](C)CO)C(=O)c2cc(NS(=O)(=O)c3ccc(F)cc3)ccc2O1	-5	/	10	-0.6
Cc1ccc(S(=O)(=O)N(C)C[C@@H]2Oc3c(NS(=O)(=O)c4cn(C)cn4)cccc3C(=O)N([C@H](C)CO)C[C@@H]2C)cc1	1	43	/	10
Cc1noc(C)c1NC(=O)N(C)C[C@@H]1Oc2ccc(NS(=O)(=O)c3cccs3)cc2CC(=O)N([C@@H](C)CO)C[C@@H]1C	-5	27	0	-0.9
COc1ccc(S(=O)(=O)Nc2ccc3c(c2)C(=O)N([C@H](C)CO)C[C@H](C)[C@H](CN(C)S(=O)(=O)c2ccc(Cl)cc2)O3)cc1	22	-63	47	1.3
COc1ccc(S(=O)(=O)N(C)C[C@H]2Oc3cc(C4=CCCC4)ccc3S(=O)(=O)N([C@H](C)CO)C[C@@H]2C)cc1	21	-66	51	1.8

Screening results deposited in PubChem BioAssay by Broad Institute.
